PI4K2A inh: inhibitors of human PI4K2A. Q9BTU6. activity change, negative = inhibition, % at 76.9 µM. AID 1346378. 0.13% of 420,000 active. purified PI4K2A, ADP-Glo luminescence, 1 h; active compounds read low; in the data active = activity change below about -50%; inconclusive = mostly about -30% to -49%;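 also: -100% = wells without enzyme as full effect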
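Compounds are screened against recombinant PI4K2A using PI as substrate and ATP, the latter dispensed at 300 microM. Reactions run one hour at ambient temperature before ADP-Glo detection; full inhibition defined by wells lacking enzyme.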
ERG-DNA inh: inhibitors of human ERG Ets domain-DNA interaction; P11308; fluorescence polarization, His-ERG Ets domain / labelled DNA; Potency, µM (series often up to 76.9 µM), inactives show top-dose FP activity, negative = inhibition, actives largely listed as inhibitors; 0.028% of 370,000 active; AID 624246; active = well fitted inhibition curve with a large enough effect in the polarisation, with a control signal flat; inconclusive = small, poorly fitted or top-dose-only effect, or effect the other way, or a change in a side signal; inactive = no such curve, though single readings can be large or run the other way; the % refers to the polarisation;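 also: polarization taken with two DNA probes labelled with fluorescein and Texas red; potency is read from the fitted curve at half-maximal effect; % of control where 0% means no effect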
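His-tagged ERG Ets domain (1 uM in the protein solution; 300mM KCl, 50mM Tris-HCl, 1mM EDTA, 1mM DTT, pH 7.5) received compound, then a probe mix of 5 nM fluorescein-DNA and 100nM Texas-615-DNA. Fluorescence polarization was read for both dyes.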
HP1b chromo inh: HP1-beta chromodomain-methylated histone interaction inhibition; AID 540317; P83916; AlphaScreen HP1-beta / biotin-H3K9me3 peptide binding; Potency, µM (titrated, usually from 114 µM), for inactives: at the highest dose activity change, negative = inhibition, most hits filed as inhibitors; 0.56% of 390,000 active; also: potency is read from the fitted curve at half-maximal effect; nearly all actives have a fitted effect of over 70% in size; inactives centre near 23
Target sequence (P83916 whole entry, looked up): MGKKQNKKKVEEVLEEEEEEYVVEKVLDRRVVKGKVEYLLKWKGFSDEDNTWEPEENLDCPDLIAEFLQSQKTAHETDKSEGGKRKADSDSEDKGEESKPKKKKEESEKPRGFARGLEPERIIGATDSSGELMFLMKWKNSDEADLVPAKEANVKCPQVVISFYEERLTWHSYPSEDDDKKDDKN
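HP1-beta protein (50 nM final) preincubated 30 min at room temperature with biotinylated H3(1-18)K9me3 peptide (50 nM) in PBS pH 7.4, 0.01% Tween-20, then compound added for 30 min. AlphaScreen streptavidin donor/nickel chelate acceptor beads (10 ug/mL final), 30 min dark, luminescence read.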
GLS inhibitor: glutaminase GLS (human) inhibition; GLS enzymatic activity, qHTS titration; Potency, µM (series often up to 45.5 µM), inactives show at the highest dose activity change, negative = inhibition, usual class: inhibitors; 0.21% of 410,000 active; also: potency is read from the fitted curve at half-maximal effect; % is scaled to controls: 0 for no effect and ±100 for the full control effect
Target sequence (O94925 whole entry, looked up): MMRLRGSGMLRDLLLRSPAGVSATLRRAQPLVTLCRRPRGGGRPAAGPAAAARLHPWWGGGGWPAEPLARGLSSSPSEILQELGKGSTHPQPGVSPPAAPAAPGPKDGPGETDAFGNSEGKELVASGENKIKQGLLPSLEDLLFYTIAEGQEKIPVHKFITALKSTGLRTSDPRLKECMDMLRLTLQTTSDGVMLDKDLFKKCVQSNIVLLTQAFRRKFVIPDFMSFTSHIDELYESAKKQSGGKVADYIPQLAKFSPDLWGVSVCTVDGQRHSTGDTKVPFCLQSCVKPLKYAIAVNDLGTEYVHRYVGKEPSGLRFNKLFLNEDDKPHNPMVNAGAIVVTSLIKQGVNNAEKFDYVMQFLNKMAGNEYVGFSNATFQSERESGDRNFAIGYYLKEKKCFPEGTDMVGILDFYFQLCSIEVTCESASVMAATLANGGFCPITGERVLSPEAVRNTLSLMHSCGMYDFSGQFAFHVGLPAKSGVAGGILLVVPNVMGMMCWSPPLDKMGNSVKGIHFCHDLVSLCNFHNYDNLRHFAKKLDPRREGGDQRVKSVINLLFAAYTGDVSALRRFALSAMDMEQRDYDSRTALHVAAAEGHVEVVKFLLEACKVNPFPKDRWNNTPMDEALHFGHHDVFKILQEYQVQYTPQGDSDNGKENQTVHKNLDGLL
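hKGA in 45 mM KH2PO4 pH 8.2, 0.02% Tween-20 with pin-transferred compounds; 1 mM L-glutamine (stock) plus glutamate oxidase/HRP/Amplex Red coupling added. Fluorescence read initially and after 30 min at RT.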
Tb PGK inh: blocks T. brucei phosphoglycerate kinase; Potency, µM (titrated, usually from 57.5 µM), for the others: at the highest dose activity change, negative = inhibition, actives largely listed as inhibitors; 0.043% of 380,000 active; PGK/GAPDH coupled, Kinase-Glo luminescence, 60 min; P07378; also: potency is read from the fitted curve at half-maximal effect; % is scaled to controls: 0 for no effect and ±100 for the full control effect; nearly all actives have a fitted effect of over 60% in size
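Luminescent ATP detection (Kinase-Glo Plus) follows a 60-minute room-temperature incubation, with wells lacking PGK as controls. Buffer: 100 mM TEA (pH 7.6), 5 mM MgCl2, 0.01% Tween-20. Coupling enzyme GAPDH (100 nM final) supplies unstable 1,3-BPG in-well.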
BAZ2B block: BAZ2B (human) inhibition. Q9UIF8. AlphaScreen BAZ2B-H3K14Ac peptide displacement. Potency, µM (top dose mostly 114 µM), without a hit: at the highest dose activity change, negative = inhibition, most hits filed as inhibitors. 4.4% of 360,000 active; also: potency is read from the fitted curve at half-maximal effect; % is scaled to controls: 0 for no effect and ±100 for the full control effect; nearly all actives have a fitted effect of over 60% in size
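In this displacement format the biotinylated H3(5-23) peptide acetylated at Lys14 serves as ligand at 50 nM, with BAZ2B at 50 nM in PBS pH 7.4 containing 0.01% Tween-20. Donor and acceptor beads are 10 ug/mL final.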
JMJD2A Tudor: JMJD2A Tudor domain (human) inhibition | Potency, µM (titrated, usually from 114 µM), without a hit: top-dose activity change, negative = inhibition, hits mostly inhibitors | 4.4% of 390,000 active | AID 504339 | AlphaScreen JMJD2A-Tudor / H3K4me3 peptide binding; also: potency is read from the fitted curve at half-maximal effect; % is scaled to controls: 0 for no effect and ±100 for the full control effect; nearly all actives have a fitted effect of over 50% in size
G9a inh: G9a (human) methyltransferase inhibition. Q96KQ7. G9a H3K9 monomethylation, AlphaScreen, 2 h. Potency, µM (series often up to 102 µM), without a hit: at the top dose activity, negative = inhibition, usual class: inhibitors. 8.8% of 350,000 active. AID 504332; also: potency is read from the fitted curve at half-maximal effect; % is scaled to controls: 0 for no effect and ±100 for the full control effect; nearly all actives have a fitted effect of over 75% in size
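G9a (20 nM) preincubated 15 min RT with compounds, then 500 nM biotinylated H3K9 peptide and 20 uM SAM added; 2 h RT reaction. Monomethyl-H3K9 product detected by AlphaScreen with anti-H3K9me1 antibody, streptavidin donor and anti-rabbit IgG acceptor beads.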
Pin1 inhibitor: inhibitors of human Pin1. Q13526. Pin1 FP peptide displacement, HiFluor488, 10 min. Potency, µM (doses to about 115 µM), for the others: at the highest dose activity, negative = inhibition, hits mostly inhibitors. 0.009% of 390,000 active; active = well fitted inhibition curve with a large enough effect in the polarisation, with a control signal flat, not every such curve was filed as active; inconclusive = small, poorly fitted or top-dose-only effect, or effect the other way, or a change in a side signal; inactive = no such curve, though single readings can be large or run the other way; the % refers to the polarisation; also: potency is read from the fitted curve at half-maximal effect; % is scaled to controls: 0 for no effect and ±100 for the full control effect
Target sequence (Q13526 whole entry, looked up): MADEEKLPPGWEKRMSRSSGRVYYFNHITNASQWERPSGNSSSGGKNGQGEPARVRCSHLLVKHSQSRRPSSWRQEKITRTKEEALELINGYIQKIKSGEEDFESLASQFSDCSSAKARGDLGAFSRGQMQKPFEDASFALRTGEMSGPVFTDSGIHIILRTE
The depositor's hits bear a star; i = inactive; ? = inconclusive; / = not tested or not shown; [ ] = another dose, or the depositor's remark. Unless noted, calls follow the shape of the dose curve; as a rule, active = well fitted curve in the direction sought with a large enough effect; inconclusive = small, poorly fitted or top-dose-only effect, or another doubt; inactive = no such curve, though single readings can be large; an effect the other way counts as inactive or inconclusive. Random draw from the library; about 11% have a hit in one of these screens.

SMILES	PI4K2A inh	ERG-DNA inh	HP1b chromo inh	GLS inhibitor	Tb PGK inh	BAZ2B block	JMJD2A Tudor	G9a inh	Pin1 inhibitor
COc1cc(Cl)ccc1OCc1cc(C(=O)N(C)CC2CCCCO2)no1 (centres undefined)	5	0%	23%	8%	i	-5%[57.1 µM]	-3%	10%	-6%
Cc1c(Cl)cccc1NC(=O)CC(Cc1ccccc1)C(=O)O (centres undefined)	1	-12%	16%	-3%	-1%	4%	-20%	24%	5%
COc1ccc(N2CCN(C(=O)CCc3c(C)nc4cc(-c5cccc(F)c5)nn4c3C)CC2)cc1	0	1%	49%[activator]	4%	-3%	-5%	-1%	-5%[59 µM]	-3%
CCOc1ccc(NC(=O)C(C)Sc2nccn2C)cc1 (centres undefined)	-4	6%	18%	-5%	-11%	-22%	-13%	35%	3%
Cc1cc(=O)oc2cc(OCC(=O)Nc3ccc4[nH]c(=O)[nH]c4c3)ccc12	-2	/	35%	-11%	-1%	-7%	-11%	7%[0.501 µM]	?
COc1ccccc1/C=C/CN1CCC(CO)(Cc2ccccc2)CC1	-6	5%	22%	-24%	-9%	-15%	-14%	10%[12.7 µM]	0%
Cc1ccc(CN(C(=O)C(F)(F)F)C(C(=O)NC2CCCCC2)c2ccco2)cc1 (centres undefined)	0	1%	-15%	-3%	5%	-3%	?	17%[59 µM]	?
O=C(O)C1C2C=CC3(CN(C4CCCC4)C(=O)C13)O2 (centres undefined)	-1	12%	23%	-1%	-1%	-6%	-4%	-12%[59 µM]	3%
COc1ccc(N2CCN(C(=O)/C=C/c3ccco3)CC2)cc1	-2	-6%	18%	30%	7%	-30%	-26%	32µM*	-13%
COC(=O)CCC(=O)NNC(=O)Cc1ccccc1	3	-4%	25%	-8%	-4%	-13%	-5%	-19%	-4%
Cn1c(=O)cc(SCC(=O)NCCCN2CCN(c3ccc(F)cc3)CC2)c2ccccc21	1	2%	32%	30%[activator]	-8%	-7%	-8%[57.1 µM]	-3%	0%
COc1ccccc1N1CCN(C(=O)c2ccco2)CC1	8	6%	27%	13%	-8%	2%	-3%	6%	0%
CCCCn1c(N)c(N(CCOC)C(=O)c2ccc(NC3CC3)c([N+](=O)[O-])c2)c(=O)[nH]c1=O	9	-8%	3%	11%	-1%	15%	-8%	28%[0.501 µM]	-8%
CCCNC(=O)CN1C(=O)NC(CC)(c2ccc(F)cc2)C1=O (centres undefined)	-1	2%	9%	-3%	-6%	9%	-10%	19%	-1%
CCN(C[C@H]1N[C@@](CC)(C(=O)OC)[C@H]2C(=O)N(C)C(=O)[C@@H]12)C(=O)c1ccc(C(C)(C)C)cc1	0	-6%	27%	1%	-8%	/	-12%	/	0%
Cc1nnc(NC(=O)C2CCN(S(=O)(=O)c3ccc(F)c(Cl)c3)CC2)o1	0	-3%	34%	-11%	-2%	32µM*	3.5µM*	-40%	-1%
CC(=O)Oc1ccc(/C=N/NC2=NS(=O)(=O)c3ccccc32)cc1	-2	-7%	43%[activator]	8%	-3%	-6%	6%	-3%	-6%
Cn1c(=O)[nH]c(=O)c2c1nc(N1CCCCC1)n2CC(O)COc1ccccc1 (centres undefined)	-4	14%	26%	2%	-2%	-7%	-12%	-10%	0%
CCOC(=O)C(Cc1ccccc1)NC(=O)CCc1nnc2ccc(N3CCCCC3)nn12 (centres undefined)	-6	-4%	88%[activator]	8%	i	-1%	-7%	2%	5%
CCOC(=O)c1noc2ncnc(NCc3ccccc3OC)c12	-4	1%	33%	6%	?	0%	-7%	3%[59 µM]	1%
Cc1ccc(C(=O)N/N=C\c2sccc2C)cn1	-2	5%	30%	4%	/	-9%	-23%	7%	0%
Cc1ccc2occ(CC(=O)N(Cc3ccc(C(C)C)cc3)C3CCS(=O)(=O)C3)c2c1 (centres undefined)	1	4%	30%	1%	0%	-24%	-13%	-25%[59 µM]	2%
CCN(CC(=O)NCc1ccccn1)S(=O)(=O)c1cc(Cl)ccc1Cl	-2	-11%	35%	10%	-9%	-4%	-4%	1%	-7%
CCOC(=O)c1c(S(=O)(=O)NCC(=O)N2CCN(c3ccc(F)cc3)CC2)c(C)n(C)c1C	2	6%	36%	10%	2%	-33%	-21%	/	10%
COc1ccc(S(=O)(=O)Nc2ccc3c(c2)CCC3)cc1	4	9%	-12%	-23%	9%	6%	10µM*	-8%	5%
C/C(CC(=O)N(C(C)C)C(C)C)=N\NC(=O)c1ccccc1Br	-2	12%	34%[activator]	-1%	-7%	1%	?	26%	5%
CC(C(=O)NC(C)(C)C)N1C(=O)c2cccc3cccc(c23)C1=O (centres undefined)	-1	0%	9%	4%	-14%	/	-14%	?	-11%
O=C(Nc1ccccc1)Nc1ccc2nnsc2c1	2	6%	-19%	-9%	-2%	5%	79µM*	37%	0%
Cc1ccc2nc(N(CCN(C)C)C(=O)c3cc(Cl)sc3Cl)sc2c1	-3	2%	11%	-3%	i	-37%	-20%	?	-4%
CC1(NC(=O)c2ccccc2)CCN(CCc2cccs2)C1=O (centres undefined)	4	-3%	23%	-1%	-2%	10%	-15%	4%[0.501 µM]	5%
Cc1cccc(N2N=C(C(=O)OCC(=O)c3ccccc3)CCC2=O)c1	7	10%	22%	8%	-7%	/	-14%	/	-2%
COc1ccc(CCNC2CCC(c3ccccc3)CC2)cc1 (centres undefined)	-2	14%	66%[activator]	-2%	i	9%	-20%	/	1%
O=C(NCCCCCNC(=O)c1ccco1)c1ccco1	0	2%	47%[activator]	-3%	-6%	-5%	-11%	-32%[12.7 µM]	-2%
Cn1c(=O)c2sc3c(c2n(CC(=O)Nc2ccccc2)c1=O)COC(C)(C)C3	1	1%	41%[activator]	-12%	4%	0%	-12%	/	-6%
COc1cc(NC(=O)N2CCC(CN3CCCCCC3)CC2)cc(OC)c1OC	1	-1%	17%	1%	-10%	-3%	-21%	-43%[59 µM]	2%
CCOc1ccc2c(c1)nc(C)n2C	-24	8%	22%	7%	i	-7%	-9%	/	-4%
COc1cc(S(=O)(=O)N2CCOCC2)ccc1NC(=O)COC(=O)COc1ccccc1	1	-5%	21%	0%	-4%	/	-19%	-5%	-3%
Cc1cccc(-c2cc3nc(-c4ccccc4)cc(=O)n3[nH]2)c1	-6	0%	22%	1%	-10%	-1%	-9%	13%	12%
COc1cccc(NC(=O)CSc2nnc(CNC(=O)c3ccccc3)n2C)c1	-3	-3%	24%	1%	-19%	2%	-4%	-2%[59 µM]	-8%
CCN1C(=O)[C@H]2[C@@H](c3ccc(-c4ccc(F)cc4)c(OC)c3)N[C@@](Cc3ccccc3)(C(=O)OC)[C@H]2C1=O	-3	11%	27%	-3%	-12%	/	-25%	/	38%[activator]
COc1cc2c(cc1OC)CN(c1nc(CN3CCCC3)nc3sc(C)c(C)c13)CC2	-2	2%	0%	-3%	-9%	79µM*	?	35µM*	14%
COc1ccc(NC(=O)CSc2nc3c(c(=O)[nH]2)CCC3)cc1OC	-3	-14%	21%	-1%	-6%	6%	2%	4%[12.7 µM]	0%
Cc1cccc2sc(N(CCN3CCOCC3)C(=O)CCS(=O)(=O)c3ccccc3)nc12	-9	5%	17%	5%	-1%	0%	-16%	50µM*	24%
COc1ccc(CNC(=O)CN2CCC(NC(=O)c3ccccc3C)CC2)cc1	-2	1%	4%	0%	-6%	-2%	-4%	5%	-2%
Cc1cnn(-c2ccc3nnc(-c4ccc(Cl)cc4)n3n2)c1	2	9%	48%[activator]	3%	-4%	3%	-13%	0%	17%
O=C(c1ccccc1)c1cn(Cc2ccc(F)cc2)c2ccccc2c1=O	1	6%	16%	10%	i	-22%	-25%	-3%[59 µM]	-1%
O=C(Nc1ccc(N2CCCC2=O)cc1)c1cccc(F)c1	-9	/	3%	8%	-7%	-7%	-13%	-16%[12.7 µM]	0%
COc1ccc(C2Nc3ccccc3C(=O)N2NC(=O)c2ccccc2)cc1OC (centres undefined)	2	-3%	27%	11%	-4%	-4%	-2%	7%[59 µM]	2%
COc1ccc(OC)c(C(=O)COC(=O)c2cccnc2SC)c1	1	4%	99%[activator]	-1%	0%	24%	35%	1%	2%
Cc1ccc(NC(=O)C2CC2C)c(Cl)c1 (centres undefined)	-7	-1%	36%[activator]	-2%	i	-8%	-7%	17%	-7%
(cont.)
SMILES	PI4K2A inh	ERG-DNA inh	HP1b chromo inh	GLS inhibitor	Tb PGK inh	BAZ2B block	JMJD2A Tudor	G9a inh	Pin1 inhibitor
COc1ccc(C(=O)O)cc1NCc1cccnc1	0	3%	30%	-3%	-7%	-28%	0%	/	1%
CCCc1cc(C(=O)Nc2ccc(C#N)cc2)no1	0	1%	0%	13%	0%	0%	-5%	?	-2%
CCCC12CN3CC(CCC)(CN(C1)C3c1ccc(OCc3ccccc3)cc1)C2=O (centres undefined)	-2	4%	45%[activator]	-4%	-6%	-1%	-8%	1%[59 µM]	5%
c1cc(N2CCCCC2)nc(N2CCCCC2)n1	7	0%	-3%	-18%	-8%	/	-12%	/	-4%
COc1ccccc1C1CCN(Cc2ccc(Cl)c(Cl)c2)CC1	4	-2%	24%	0%	-6%	13%	1%	10%	4%
Cc1ccc(-n2nnc3c(=O)n(Cc4cccc(C)c4)cnc32)cc1	3	5%	20%	2%	5%	-4%	-19%	-18%	?

Bioassay records: PubChem BioAssay, National Center for Advancing Translational Sciences (NCATS)
